SR-BI HDL uptake = inhibitors of SR-BI mediated HDL lipid uptake, primary screen, ldlA[mSR-BI] cells, fluorescence, single point | inhibition, % at 12.5 µM | ldlA[mSR-BI] CHO cells, DiI-HDL uptake fluorescence, 3 h | 320,000 tested, 0.96% active;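 active = mean replicate inhibition of at least 70% and a set share of replicates each scoring 70 or more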;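 note: 0% = median of neutral control wells and 100% = median of positive control wells; values of inactives mirror those of a sister screen read the other way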
Target sequence (Q61009 whole entry, looked up): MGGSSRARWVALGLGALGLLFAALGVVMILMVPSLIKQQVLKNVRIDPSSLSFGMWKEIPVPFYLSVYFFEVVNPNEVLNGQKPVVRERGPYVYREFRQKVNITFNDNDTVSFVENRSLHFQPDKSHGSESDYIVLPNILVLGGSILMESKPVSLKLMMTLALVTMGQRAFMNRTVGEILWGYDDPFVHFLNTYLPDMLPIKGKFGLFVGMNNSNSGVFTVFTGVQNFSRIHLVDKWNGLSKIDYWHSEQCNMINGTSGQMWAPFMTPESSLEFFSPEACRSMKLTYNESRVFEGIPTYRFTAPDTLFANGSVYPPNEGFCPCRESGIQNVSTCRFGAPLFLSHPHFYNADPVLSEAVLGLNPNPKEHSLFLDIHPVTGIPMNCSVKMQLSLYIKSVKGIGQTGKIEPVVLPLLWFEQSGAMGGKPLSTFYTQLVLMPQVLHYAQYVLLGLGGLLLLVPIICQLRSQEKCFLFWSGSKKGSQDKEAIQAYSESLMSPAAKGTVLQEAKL
PKA-R1A act = activators of PKA-R1A holoenzyme, primary screen, biochemical, fluorescence polarization, Cy5-IP20, bovine R1A, mouse PKAc | 340,000 tested, 0.083% active | AID 504707, 2011 | PKA-R1A dissociation; scaled: DMSO 0%, 113 µM cGMP 100% | cAMP-dependent protein kinase type I-alpha regulatory subunit (Bos taurus) + … | activation, % at 11.4 µM;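 active = percent activation above the mean of all tested compounds plus 3 SD, cut at about 19% in these data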;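 note: higher means more PKAc released from R1A so a rise in polarization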
SR-BI DiI-HDL act = activators of SR-BI mediated DiI-HDL uptake, primary screen, ldlA[mSR-BI] CHO cells, DiI fluorescence | 3 h; 100 = double the neutral-control signal | activation, % at 12.5 µM | 320,000 tested, 0.096% active | AID 504775, 2011;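 active = mean replicate activation of at least 60% and every replicate at or above 60%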;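 note: 0% = median plate neutral-control signal and 100% = twice that signal; values of inactives mirror those of a sister screen read the other way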
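System: LDL receptor-deficient CHO ldlA cells overexpressing murine SR-BI | Timing: 3 h uptake period with compound, 37 °C | Medium: HEPES-buffered (25 mM, pH 7.4) F12 plus 0.5% BSA | Dosing: Single-point compound dose | Signal: Bottom-read fluorescence, 550/595 nm | Read-out: Retained DiI signal reflecting DiI-HDL uptake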
Pemphigus Ab inh = inhibitors of pemphigus antibody binding to DSG3, primary screen, biochemical, bead-based, flow cytometry, scFv-GFP. binding (percent of control), % at 10 µM. 310,000 tested, 0.48% active. DSG3-coupled beads, scFv-anti-DSG3-GFP binding; hits give low values. Desmoglein-3 (Homo sapiens), P32926;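 active = binding more than 3 SD below its plate's average and above zero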;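 note: hits lower antibody fragment binding to DSG3; some compounds called inactive have numbers as strong as hits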
Mot1-301 SUMO = yeast Mot1-301 growth rescue at high temperature, primary screen, SUMOylation pathway inhibitor project, S. cerevisiae, ATP luminescence, 38.5C | 320,000 tested, 1% active | S. cerevisiae Mot1-301 growth rescue; percent above DMSO median, 100 means doubled | growth rescue, % at 18.8 µM;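 active = every valid replicate shows activation above 250% relative to neutral control wells; inactive = the rest, any valid replicate at or below 250%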;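 note: OY570 slx delta 5 strain wells were the positive control but not used for scaling; some compounds called inactive have numbers as strong as hits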
dFosB act = activators of delta FosB homodimer, primary screen, biochemical, fluorescence polarization, TAMRA-CDK5 oligo, single point | Protein FosB (Mus musculus), P13346 | purified delta FosB; percent of positive-control signal above neutral wells | activation, % at 25 µM | 340,000 tested, 0.99% active | AID 493131, 2011;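 active = mean activation above about 17%, with every replicate also reaching it, limit read from the data, passing the limit was not always enough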;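 note: fluorescence polarization rise as delta FosB binds a TAMRA Cdk5 AP-1 oligo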
CDK5 inh = inhibitors of human CDK5/p35 kinase, primary screen, biochemical, single concentration; Cyclin-dependent kinase 5 (Homo sapiens) + Cyclin-dependent kinase 5 activator 1 (Homo …; Recombinant CDK5/p35, ADP-Glo luminescence, 60 min; inhibition, % at 10 µM; 330,000 tested, 0.01% active; AID 488839, 2010;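 active = highest replicate inhibition of at least 50% and at least 75% of replicates reaching 50%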;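 note: plate controls were DMSO neutral control for no effect and GW8510 at 10 µM for full effect; many of its hits are not listed in these tables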
Target sequence (Q00535 whole entry, looked up): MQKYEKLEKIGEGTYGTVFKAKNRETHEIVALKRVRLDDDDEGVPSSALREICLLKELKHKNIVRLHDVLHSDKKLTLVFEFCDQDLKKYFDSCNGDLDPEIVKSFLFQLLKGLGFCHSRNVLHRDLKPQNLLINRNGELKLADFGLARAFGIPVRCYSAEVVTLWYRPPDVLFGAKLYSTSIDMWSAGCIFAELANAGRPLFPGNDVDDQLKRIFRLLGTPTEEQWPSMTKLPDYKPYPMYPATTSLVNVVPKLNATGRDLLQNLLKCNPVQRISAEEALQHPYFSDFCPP
Target sequence (Q15078 whole entry, looked up): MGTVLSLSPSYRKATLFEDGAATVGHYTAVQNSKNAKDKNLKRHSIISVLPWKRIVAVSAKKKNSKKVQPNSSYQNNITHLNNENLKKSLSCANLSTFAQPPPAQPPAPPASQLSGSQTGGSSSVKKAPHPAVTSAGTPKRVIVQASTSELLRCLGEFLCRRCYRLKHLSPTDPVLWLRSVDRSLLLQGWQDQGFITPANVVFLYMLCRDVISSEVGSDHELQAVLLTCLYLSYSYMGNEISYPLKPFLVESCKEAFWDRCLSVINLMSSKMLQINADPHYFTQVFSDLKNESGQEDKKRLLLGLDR
NSD2 HMT inh = NSD2 histone methyltransferase inhibitors, primary screen, biochemical, AlphaScreen, single concentration, set 2; AID 743445, 2014; Histone-lysine N-methyltransferase NSD2 (Homo sapiens), O96028; 310,000 tested, 0.54% active; NSD2 peptide methylation, 120 min; inhibition, % at 12.5 µM; in the data active = inhibition above about 50%
PKA-R2B act = activators of PKA-R2B holoenzyme, primary screen, biochemical, fluorescence polarization, Cy5-IP20, human; cAMP-dependent protein kinase catalytic subunit beta (Homo sapiens) + cAMP-dependent …; AID 504700, 2011; PKA-R2B holoenzyme dissociation; R2B truncated from residue 108, S112A mutant; 0% DMSO only, 100% 113 µM cGMP; activation, % at 11.4 µM; 340,000 tested, 0.079% active;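 active = activation above a cutoff set at the mean over all compounds plus 3 SD, cut at about 18% in these data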;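 note: higher means more holoenzyme dissociation and a rise in polarization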
Arr AP2 block = inhibitors of beta-arrestin/AP2 binding, primary screen, biochemical, GPCR trafficking, flow cytometry; beta-arrestin 1 C-terminal peptide binding to AP2 beta2-adaptin appendage (human); FITC-arrestin peptide / GST-AP2 beads; AP2 beta2 appendage carries R879A mutation; 340,000 tested, 0.31% active; inhibition, % at 10 µM;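 active = inhibition above a set limit, near 3 SD of compounds lacking own fluorescence, cut at about 54% in these data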;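 note: plate controls were DMSO wells for no effect and 5 µM unlabelled arrestin peptide for full effect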
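System: GST-tagged AP2 beta2-adaptin appendage (R879A) on 4 µm glutathione beads / Reagent: FITC-arrestin peptide, 50 nM / Detection: HyperCyt-sampled flow cytometry, FL1 channel, ex 488/em 535 nm / Timing: 12 min plus 1 h, RT / Buffer or medium: PBS plus Tween 20 (0.05%) and BSA (0.1%)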
MITF act = activators of MITF-driven TRPM1 promoter reporter, primary screen, cell-based, SK-MEL-5, luciferase, single point; activation, % at 12.5 µM; 300,000 tested, 0.75% active; SK-MEL-5 TRPM1-promoter luciferase, 24 h; % of positive control, neutral wells = 0;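 active = mean activation of at least 80% with every replicate also reaching 80%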;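 note: 0% = neutral control wells and 100% = parthenolide positive control wells; values of inactives mirror those of a sister screen read the other way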
Numbers without * were called inactive; x = not tested or not shown.

SR-BI DiI-HDL act,Pemphigus Ab inh,dFosB act,MITF act,Mot1-301 SUMO,PKA-R2B act,Arr AP2 block,CDK5 inh,PKA-R1A act,NSD2 HMT inh,SR-BI HDL uptake,structure
x,105.6,-0.2,8.3,-9.3,-10.6,-0.9,-0.4,-3.1,-0.2,x,COC(=O)C(C)Sc1nnc(SC(C)C(=O)OC)s1 (stereo not drawn)
x,98.2,-1.6,-17.6,7.0,-4.4,18.4,-1.3,-8.8,-0.8,x,COc1ccc(NC(=O)c2c3c(nc4ccccc24)CCC3)cc1S(=O)(=O)N1CCOCC1
9.6,100.7,-1.8,-2.7,15.1,-3.1,4.0,-4.6,7.7,-1.5,-9.6,O=S(=O)(NCc1cccs1)c1ccc(Cl)s1
22.8,x,-7.9,-3.5,19.9,-3.2,6.2,-1.4,-9.6,-0.3,-22.8,CC(Sc1nnc2n1CCCCC2)C(=O)Nc1ccccc1[N+](=O)[O-] (stereo not drawn)
-15.8,103.4,-7.3,-4.4,11.0,-16.3,-0.7,0.5,-5.4,-7.0,15.8,CCC1(c2ccc(F)cc2)NC(=O)N(CC(=O)c2cc(C)n(C3CC3)c2C)C1=O (stereo not drawn)
13.7,104.3,3.1,x,21.3,0.5,-2.4,-0.5,-3.8,0.8,-13.7,CC(=O)c1ccc(OC(C)C)c(CSc2nc(O)cc(=O)[nH]2)c1
-26.5,97.7,-3.2,-21.8,-7.4,-3.4,10.3,-0.3,-0.8,5.7,26.5,Cc1ccc(C(C)c2c(C)c([N+](=O)[O-])cc(C)c2[N+](=O)[O-])cn1 (stereo not drawn)
-4.3,104.4,3.3,-1.3,-15.7,-1.7,35.4,1.1,-8.0,-0.2,4.3,COc1ccc(S(=O)(=O)N2CCCC2C(=O)NCc2ccccc2Cl)cc1 (stereo not drawn)
15.7,102.9,-3.9,4.2,-6.0,3.0,-0.8,0.5,-0.7,-331.7,-15.7,O=C(CN1C(=O)CNC1=O)Nc1ccc(Cl)cc1
-7.4,x,5.1,8.6,14.7,15.6,0.5,0.2,5.1,0.4,7.4,O=C(O)c1cc(S(=O)(=O)O)ccc1O
-4.5,110.5,-7.0,-6.5,-31.1,2.7,0.3,-0.9,6.9,-1.3,4.5,O=C(CNc1cccc(S(=O)(=O)N2CCOCC2)c1)Nc1cccc(Br)c1
0.2,97.3,-1.5,0.5,-17.6,-5.1,-6.7,-1.2,5.4,-0.1,-0.2,COC(=O)C(CCCN1C(=O)c2ccccc2C1=O)(NC(C)=O)c1nn[nH]n1 (stereo not drawn)
32.1,84.4,-9.0,2.8,-2.9,-5.0,6.1,4.1,-7.4,-2.3,-32.1,Cc1ccc(NC(=O)CCn2nc([N+](=O)[O-])cc2C)nc1
-0.9,102.6,-3.5,-2.6,-6.3,-1.3,14.9,0.2,-0.3,14.7,0.9,Nc1cc(F)ccc1N1CCCCCC1
9.1,x,-9.7,-13.9,-5.8,7.8,4.4,1.0,2.5,-1.4,-9.1,CC(=O)N1CCC(C(=O)NCCOc2cccc(C)c2)CC1
10.4,92.3,-11.8,21.7,1.1,10.2,22.2,3.7,15.5,x,-10.4,Cc1ccccc1-c1ccc(Nc2ccc(N3CCOCC3)cc2)nn1
-2.4,95.7,-1.1,-63.6,-1.2,-4.4,4.7,-0.4,-6.8,-5.7,2.4,CCOC(=O)c1cc2sccc2n1CC(=O)N1c2ccccc2CC1C (stereo not drawn)
-11.0,99.9,-6.9,x,25.9,10.3,3.2,0.6,3.2,-0.9,11.0,Cc1c(C=O)c2ccccc2n1CCOc1ccccc1F
-3.7,107.1,2.5,x,13.6,-6.3,2.0,2.1,-6.4,2.9,3.7,Cc1cccc(OCCCCn2c(CO)nc3ccccc32)c1
8.5,113.3,4.1,x,154.9,-6.2,5.2,0.2,-11.5,-3.3,-8.5,Cc1cc(C)nc(NS(=O)(=O)c2ccc(NC(=O)C(C)C)cc2)n1

Compounds shown so far that contain a nitro group on carbon, in the order listed:
SR-BI DiI-HDL act,Pemphigus Ab inh,dFosB act,MITF act,Mot1-301 SUMO,PKA-R2B act,Arr AP2 block,CDK5 inh,PKA-R1A act,NSD2 HMT inh,SR-BI HDL uptake,structure
22.8,x,-7.9,-3.5,19.9,-3.2,6.2,-1.4,-9.6,-0.3,-22.8,CC(Sc1nnc2n1CCCCC2)C(=O)Nc1ccccc1[N+](=O)[O-] (stereo not drawn)
-26.5,97.7,-3.2,-21.8,-7.4,-3.4,10.3,-0.3,-0.8,5.7,26.5,Cc1ccc(C(C)c2c(C)c([N+](=O)[O-])cc(C)c2[N+](=O)[O-])cn1 (stereo not drawn)
32.1,84.4,-9.0,2.8,-2.9,-5.0,6.1,4.1,-7.4,-2.3,-32.1,Cc1ccc(NC(=O)CCn2nc([N+](=O)[O-])cc2C)nc1

The listing continues:
SR-BI DiI-HDL act,Pemphigus Ab inh,dFosB act,MITF act,Mot1-301 SUMO,PKA-R2B act,Arr AP2 block,CDK5 inh,PKA-R1A act,NSD2 HMT inh,SR-BI HDL uptake,structure
-17.2,107.8,-1.5,17.9,1.1,-1.7,2.2,-1.8,-19.7,x,17.2,COc1ccc(C2=NOC(C)(c3nnc(-c4ccc(Cl)cc4)o3)C2)cc1 (stereo not drawn)
-4.0,99.5,3.0,10.3,-17.5,1.9,-10.6,-0.6,1.1,x,4.0,Cc1noc(C)c1S(=O)(=O)Nc1ccc2c(c1)C(=O)N([C@H](C)CO)C[C@@H](C)[C@@H](CN(C)Cc1ccc3c(c1)OCO3)O2
14.5,105.6,5.8,3.8,-20.4,0.5,-3.3,2.2,-6.1,-1.0,-14.5,COCc1cc(C)n(CC(=O)OC)c(=O)c1C#N
x,102.0,2.1,83.6*,-2.3,3.1,3.7,1.1,0.1,4.3,-0.5,COc1cc(/C=C/C(=O)NC(=O)c2ccccc2O)ccc1O
-3.1,x,-1.4,-4.5,-13.5,5.0,24.7,0.4,-9.4,-1.6,3.1,Cc1ccc(S(=O)(=O)NCC(=O)NCC(=O)NCCc2ccccc2F)cc1C
6.4,100.2,3.7,x,0.4,1.6,23.0,-1.6,-14.2,-1.0,-6.4,O=C(OCc1nnc(-c2ccc(Cl)cc2)o1)c1ccncc1
26.4,96.4,-3.0,7.6,-6.8,-5.8,21.4,-1.1,-1.1,-1.6,-26.4,CCOCCCNC(=O)C(NC(=O)c1ccc(NC(C)=O)cc1)c1ccc(Cl)cc1 (stereo not drawn)
12.7,101.5,-7.2,14.1,18.8,-4.6,0.7,-0.7,-10.0,11.4,-12.7,CCN1CCN(C(=O)COCc2cc(-c3ccc4c(c3)OCO4)on2)CC1
21.6,110.8,-3.5,-14.0,9.2,-1.1,-4.2,-2.4,14.5,0.3,-21.6,Cc1cc(OCC(=O)NNC(=O)c2ccncc2)cc(C)c1Cl
24.6,102.4,2.4,4.7,-10.9,0.7,2.3,-3.3,-10.8,-2.1,-24.6,O=C(/C=N/O)NCCCN1CCOCC1
-9.7,x,-1.3,9.3,6.0,11.8,7.4,-0.4,-4.7,-5.8,9.7,O=C(Nc1ccc(C(=O)N2CCCCC2)cc1)C1CCCCC1
-13.3,115.5,1.2,0.4,14.3,-9.0,30.9,-1.1,4.0,1.3,13.3,NC(=O)c1ccc(-n2nnnc2SCC(=O)Nc2ccccc2F)cc1
8.2,112.3,-32.6,0.2,-14.8,-6.9,0.9,-5.4,-2.7,-0.8,-8.2,COc1ccccc1N=Cc1c(O)c2ccccc2oc1=O
9.1,96.2,-6.4,-27.4,-3.3,9.0,33.4,-0.5,7.3,28.8,-9.1,O=c1[nH]c(CNCc2cccnc2)nc2ccccc12
20.2,108.2,-7.7,12.0,-20.7,-3.0,2.0,1.1,6.4,-2.1,-20.2,OCC1CCCCN1CC(O)COC(c1ccc(F)cc1)c1ccc(F)cc1 (stereo not drawn)
-3.6,99.4,12.1,15.1,9.6,-3.7,-2.0,0.9,-2.7,11.7,3.6,COc1ccc(OCC(=O)Nc2c(C(=O)N(CCN(C)C)Cc3ccco3)oc3ccccc23)cc1
-1.1,103.8,-1.0,-2.9,-29.4,-2.9,12.9,-0.9,-3.4,28.2,1.1,N#CC1=C(N)OC(c2ccccc2)=C(C#N)C1c1ccc2c(c1)OCO2 (stereo not drawn)
1.3,114.5,4.3,1.8,x,-3.3,5.4,-0.6,1.2,-3.3,-1.3,CC1CN(Cc2ccccc2)C(=S)N(c2ccccc2)C1=O (stereo not drawn)
4.5,91.9,-16.9,1.4,-11.5,5.9,62.3*,-2.6,-0.1,33.6,-4.5,CN1C(=O)/C(=C/c2ccco2)SC1=Nc1cccc(C(=O)O)c1
-9.6,105.2,-5.8,-55.5,-7.7,11.6,7.5,-1.5,-2.9,x,9.6,COc1ccc(-n2c(-c3ccc(Br)cc3)c[n+]3c2CCC3)cc1
-13.9,102.1,-6.1,-1.8,-15.8,6.5,-3.8,15.8,2.1,2.6,13.9,O=C(/C=C/c1ccco1)N1CCc2ccccc21
-23.8,100.1,-14.3,6.6,4.3,-3.3,25.1,-1.0,-1.5,-0.7,23.8,Cc1ccc(-c2cc(C(=O)NCCCN3CCOCC3)c3ccccc3n2)cc1
-45.1,101.5,-13.8,-5.6,-7.9,2.1,-8.4,0.6,-0.3,x,45.1,O=C1c2ccc(-c3ccc(F)cc3OCc3ccccc3)cc2S(=O)(=O)c2cccc(C(=O)N3CCCC3)c21
12.6,80.4,-5.7,x,30.4,-4.5,-0.2,-0.7,-15.9,x,-12.6,Cn1c(=O)oc2cc(S(=O)(=O)NC3CCN(Cc4ccccc4)CC3)ccc21
